SKN-1 inh: C. elegans SKN-1 inhibition; C. elegans VP596 Pgst-4::GFP/RFP ratio, acrylamide-induced, 24 h; inhibition, % at 21.8 µM; 360,000 compounds, 0.49% hits;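 active = interference check ratio from 0.5 to 1.5 plus GFP to RFP signal ratio inhibition reaching or exceeding a fixed threshold, cut at about 30% in these data, passing the limit was not always enough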; note: some compounds called inactive have numbers as strong as hits
Rin1-Abl PPI inh: human Rin1-Abl interaction inhibition; P00519+Q13671; TR-FRET Rin1/Abl binding, biochemical; inhibition, % at 7.35 µM; 360,000 compounds, 0.4% hits; AID 588664; in the data active = inhibition above about 5%, passing the limit was not always enough
FAS-TE inh: blocks the thioesterase domain of human fatty acid synthase; P49327; recombinant FAS-TE, OMFH fluorogenic substrate, fluorescence endpoint; inhibition, % at 15 µM; 360,000 compounds, 0.67% hits; AID 602261;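 active = compounds whose normalised, plate-corrected inhibition of enzyme fluorescence in the single-dose primary screen is 50% or more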;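 note: 0% = DMSO with enzyme and 100% = substrate without enzyme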
MLLE-PAM2 inh: inhibitors of microRNA-mediated deadenylation, human PABP1 MLLE binding; P11940; GST-MLLE / FITC-PAM2 fluorescence polarization; inhibition, % at 20 µM; 360,000 compounds, 0.36% hits; in the data active = inhibition above about 35%, passing the limit was not always enough;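 note: plate controls were DMSO wells with GST-MLLE for no effect and wells lacking GST-MLLE protein for full effect; some results filed as inactive read as strong as hits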
Rpn11 inh: inhibitors of human proteasome Rpn11 | 360,000 compounds, 0.59% hits | human 26S proteasome, Ub4-pepOG fluorescence polarization; 20S core pre-blocked with epoxomicin | calls only at 20 µM | AID 588493;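 active = inhibition at 20 µM, scaled to each plate's controls, above about 33%, limit read from the data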
CSN deneddyl inh: CSN deneddylation inhibition | AID 651999 | Purified CSN, SCF-Nedd8-OG deneddylation, fluorescence polarization | inhibition, % at 12.5 µM | Q92905 | 360,000 compounds, 0.38% hits;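 active = pattern-corrected inhibition above about 35%, with an unprinted fluorescence ratio check between 0.5 and 1.5, limit read from the data, passing the limit was not always enough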;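 note: 0% = enzyme with substrate and 100% = substrate without enzyme; some results filed as inactive read as strong as hits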
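Material: purified human Csn5 enzyme expressed in HEK293T cells / Medium: Tris buffer pH 7.5, NaCl, DTT, Tween-20, trehalose, ovalbumin / Compound dosing: 12.5 µM single point / Schedule: 90 min incubation of compound, enzyme and substrate at room temperature / Signal: fluorescence polarization of the substrate / Control set: no-enzyme wells high, enzyme-with-substrate wells low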
Neddylation inh: inhibitors of human cullin neddylation; AID 651699; P61081+Q13564; TR-FRET cullin neddylation, biochemical; 360,000 compounds, 0.58% hits; calls only at 25 µM; in the data active = inhibition above about 36%
Target sequence (P61081 whole entry, looked up): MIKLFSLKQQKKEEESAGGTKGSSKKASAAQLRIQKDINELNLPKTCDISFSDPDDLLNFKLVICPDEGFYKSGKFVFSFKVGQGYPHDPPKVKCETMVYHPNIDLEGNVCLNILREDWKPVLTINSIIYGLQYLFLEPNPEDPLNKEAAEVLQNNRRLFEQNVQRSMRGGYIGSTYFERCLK
Target sequence (Q13564 whole entry, looked up): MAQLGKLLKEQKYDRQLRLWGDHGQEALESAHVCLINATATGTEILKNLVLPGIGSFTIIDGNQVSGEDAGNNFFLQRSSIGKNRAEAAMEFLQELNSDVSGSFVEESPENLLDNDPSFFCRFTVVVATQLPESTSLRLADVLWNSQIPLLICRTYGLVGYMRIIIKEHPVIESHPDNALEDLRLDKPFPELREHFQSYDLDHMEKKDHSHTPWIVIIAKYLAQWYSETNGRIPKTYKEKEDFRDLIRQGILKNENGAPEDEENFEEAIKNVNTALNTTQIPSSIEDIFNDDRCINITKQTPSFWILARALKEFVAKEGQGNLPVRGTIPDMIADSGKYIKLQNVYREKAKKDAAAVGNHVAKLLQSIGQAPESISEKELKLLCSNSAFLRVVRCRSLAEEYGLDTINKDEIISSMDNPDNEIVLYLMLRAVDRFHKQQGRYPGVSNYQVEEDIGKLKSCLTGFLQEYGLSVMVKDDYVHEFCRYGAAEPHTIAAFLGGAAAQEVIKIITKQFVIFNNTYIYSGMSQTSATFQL
MT1-MMP act inh: inhibitors of human MT1-MMP activation; P50281; AID 651647; GFP/RFP ratio change, % at 20 µM; HT1080 RFP-PRO-GFP cells, GFP/RFP ratio fluorescence, overnight; percent of plate control window, DMSO zero; 360,000 compounds, 0.061% hits;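 active = GFP/RFP ratio change of at least 30% with cell ATP level not reduced by more than half and red fluorescence within 50% of control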; note: strong numbers were not always called active
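Material: RFP-PRO-GFP reporter HT1080 cells. Dosing: single-point 20 µM compound, 1% DMSO. Controls: DMSO and RFP-L50D-GFP cell wells. Timing: cells overnight before dosing, compound overnight, 37 °C, 5% CO2. Measure: GFP/RFP fluorescence ratio.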
NadD block: inhibitors of Staphylococcus aureus NadD; 360,000 compounds, 0.78% hits; purified NadD enzyme, colorimetric absorbance read-out; inhibition, % at 20 µM; AID 602399; in the data active = inhibition above about 26%; note: some compounds past the cut are filed as inactive
* = called active by the depositor; i = inactive; . = no result given; + = active, no number.

item	Compound	NadD block	Neddylation inh	MT1-MMP act inh	Rpn11 inh	FAS-TE inh
1	Cc1[nH]ncc1-c1nc2ccccc2[nH]1	2	i	-2	i	-1
2	CC(=O)c1cccc(OCc2cc(C(=O)NCCC3=CCCCC3)no2)c1	-4	i	3	i	18
3	CCOc1ccccc1-n1nnnc1SCC(=O)NCC1(N2CCOCC2)CCCCC1	1	i	2	i	2
4	N/C(=N\c1nc(CSc2nc3ccccc3s2)cc(=O)[nH]1)Nc1ccc(F)cc1	17	i	5	i	-6
5	Cc1ccccc1OCCN(C#N)c1nc(N(C)C)nc(N(C)C)n1	-6	i	-6	i	23
6	CCn1c(C)nnc1SCC(=O)Nc1ccc2c(c1)OCCO2	-4	i	5	i	-7
7	Cc1nc(C)c(C(=O)NNS(=O)(=O)c2ccc([N+](=O)[O-])cc2)s1	6	i	0	i	-2
8	CC(C)(C)c1cc2nc(NCCc3ccc(S(N)(=O)=O)cc3)ccn2n1	-2	i	-2	i	7
9	Oc1ccccc1-c1cc(-c2ccc(Cl)cc2)n[nH]1	-6	i	2	i	16
10	CN(C)S(=O)(=O)c1cccc(NC(=O)COC(=O)/C=C/c2cccs2)c1	-3	i	-3	i	5
11	COc1ccc(CNCC(O)(c2ccc(F)cc2)c2ccc(F)cc2)cc1	1	i	-3	i	12
12	CCOC(=O)CSc1nc2cc(OC)ccc2cc1C#N	-7	i	-1	i	21
13	Cc1nnc(SCC(C)C)[nH]c1=O	-3	i	1	i	-9
14	Nc1ccc(C(CC(=O)O)n2cccc2)cc1 (configuration not stated)	4	i	1	i	-5
15	CN(C)S(=O)(=O)Nc1ccccc1C(N)=O	-2	.	-2	i	-6

item	Rin1-Abl PPI inh	CSN deneddyl inh	SKN-1 inh	MLLE-PAM2 inh
1	1	-3	10	9
2	-1	0	16	1
3	5	2	0	-12
4	-18	-4	-3	4
5	0	4	4	3
6	2	0	-2	9
7	4	-2	-3	-9
8	-1	0	11	15
9	2	-3	-2	10
10	4	-2	15	1
11	2	-14	-1	9
12	1	-2	1	-5
13	2	3	8	-9
14	-1	2	7	13
15	3	0	-15	9

(continued)
item	Compound	NadD block	Neddylation inh	MT1-MMP act inh	Rpn11 inh	FAS-TE inh
16	CC(C)c1nc(SCC(=O)N2CCCCCC2)c2c(=O)n(C)c(=O)n(C)c2n1	4	i	4	i	-7
17	O=C(Nc1cc2c(cc1Br)OCCO2)c1cccnc1	4	i	-1	i	-3
18	Cc1ccc(C(CC(=O)N2CCCC2)c2ccccc2)c(O)c1C (configuration not stated)	-4	i	-4	i	0
19	CCOC(=O)C1CCN(C(=O)/C=C/c2ccc3c(c2)OCO3)CC1	-1	i	-2	i	-3
20	CCOc1ccc(NS(=O)(=O)c2ccc3c(c2)CCN3C(C)=O)cc1	2	i	2	i	-3
21	CCN(CC)S(=O)(=O)c1ccc(/C=C/C(=O)Nc2c(C)n(C)n(-c3ccccc3)c2=O)cc1	3	i	1	i	1
22	O=C(COC(=O)COc1ccc(Cl)cc1)Nc1ccc(N2CCOCC2)cc1	-9	i	1	i	-3
23	CCc1ccccc1NC(=O)COc1cccc(-n2cnnn2)c1	4	i	2	i	0
24	COc1ccc2cc(CN(CC3CCCO3)C(=S)NCc3ccco3)c(=O)[nH]c2c1 (configuration not stated)	6	i	-7	i	1
25	COc1ccc2nc(C3CCCCC3)c3c(c2c1)CCC3	3	i	5	i	18
26	CCOc1ccc(C(=O)CCC(=O)NN2CCCCC2)cc1	1	i	0	i	-3
27	Cc1nccn1-c1c2c(c(C#N)c3nc4ccccc4n13)CCCC2	-2	i	-1	i	-7
28	CCCCCC1CC(=O)NC1(C(=O)OCC)C(=O)OCC (configuration not stated)	-1	i	1	i	1
29	Cc1ccc(NCC(=O)N/N=C\c2ccc[nH]2)cc1	9	i	-9	i	0
30	CC(C)CC(=O)N1CCC(O)(CS(=O)(=O)Cc2ccccc2Cl)CC1	3	i	-2	i	-8

item	Rin1-Abl PPI inh	CSN deneddyl inh	SKN-1 inh	MLLE-PAM2 inh
16	0	2	-4	5
17	1	-3	8	-13
18	0	1	-31	8
19	-2	4	4	-2
20	0	-7	14	12
21	2	-5	1	5
22	1	11	4	2
23	2	-2	-4	-2
24	-4	3	-5	-85
25	5	2	14	-1
26	-3	1	11	0
27	-1	-3	22	2
28	3	2	-8	2
29	-2	-3	8	1
30	1	-2	-1	-4

Remaining list, next part.
item	Compound	NadD block	Neddylation inh	MT1-MMP act inh	Rpn11 inh	FAS-TE inh
31	O=C(CSc1n[nH]c(=O)n1C1CC1)Nc1ccc(Cl)cc1Cl	7	i	4	i	-3
32	O=C(NCCN1CCOCC1)/C(=C\c1ccc(Br)cc1)NC(=O)c1cccs1	2	i	2	i	-7
33	CC(=O)NC(c1ccc(F)cc1)c1cccnc1 (configuration not stated)	2	i	2	i	-3
34	CCC(C)(C(=O)NC1CCCCC1)N(Cc1ccco1)C(=O)CC1NC(=O)NC1=O (configuration not stated)	7	i	-5	i	-11
35	COc1cc(/C=C/CN2CCN(Cc3ccc(C)o3)C(CCO)C2)ccc1O (configuration not stated)	-4	i	1	i	-5
36	O=[N+]([O-])c1c(Nc2ccc(O)cc2)cc(Cl)c2nonc12	-7	i	-5	i	60*
37	Cc1cccc(NC(=O)Nc2ccc(S(=O)(=O)Nc3onc(C)c3C)cc2)c1	-8	i	4	i	-5
38	O=C(NCc1ccccc1)Nc1cc(Cl)ccc1Cl	-7	i	-4	i	-1
39	COc1ccc(Cc2noc(CN3CCCC(C(=O)c4cccs4)C3)n2)cc1OC (configuration not stated)	-2	i	0	i	-3
40	COc1ccc(-n2nc(C(=O)NCC(=O)Nc3ccccn3)c3ccccc3c2=O)cc1Cl	11	i	-4	+	-10
41	CC1(C(=O)NCc2ccc3c(c2)OCO3)CCN1Cc1csc2ccccc12 (configuration not stated)	-4	i	1	i	15
42	CCSc1oc(-c2ccco2)nc1S(=O)(=O)c1ccc(C)cc1	-2	i	-3	i	39
43	Cc1ccc(C)c(NC(=S)N/N=C2/CCCCc3ccccc32)c1	14	i	-3	i	20
44	O=C(CSc1nnc(-c2cccnc2)n1Cc1ccco1)Nc1cccc(O)c1	-10	i	1	i	-3
45	CCN1CCN(c2ccc(S(=O)(=O)N3CCCCC3)cc2NC(=O)Cc2ccccc2)CC1	4	i	-2	i	-8

item	Rin1-Abl PPI inh	CSN deneddyl inh	SKN-1 inh	MLLE-PAM2 inh
31	0	-6	-15	-4
32	1	-10	2	1
33	3	-5	4	-5
34	0	-4	-12	-10
35	-2	2	1	-1
36	-3	11	10	39*
37	0	-2	4	8
38	-2	-2	-1	1
39	-4	1	-10	16
40	0	19	-13	-1
41	-1	-8	22	12
42	2	7	9	-136
43	-3	-14	6	39
44	1	0	-10	3
45	2	1	11	-117

Other results follow.
item	Compound	NadD block	Neddylation inh	MT1-MMP act inh	Rpn11 inh	FAS-TE inh
46	CC1CCN(c2ccc(NC(=S)NC(=O)c3ccc(-c4cccc([N+](=O)[O-])c4)o3)cc2)CC1	5	i	1	i	16
47	CC(C)C(=O)Nc1cccc(-c2cn3ccccc3n2)c1	-4	i	-3	i	-11
48	Cc1cc(=O)oc2cc(OCC(=O)Nc3ccccc3C(=O)O)ccc12	5	i	-2	i	-2
49	CC(C)CC(=O)N=C1SC2CS(=O)(=O)CC2N1Cc1ccccc1Cl (configuration not stated)	0	i	-1	i	3
50	C=CCSc1nnc2c(n1)OC(c1ccco1)Nc1ccccc1-2 (configuration not stated)	5	i	6	i	0
51	CCOc1cc(NC(=S)NCC(C)C)c(OCC)cc1NC(=O)c1cccs1	13	i	4	i	-14
52	COCCN(CCOC)c1nc(S(=O)(=O)c2ccc(C)cc2)c(Cl)s1	4	i	6	i	15
53	COc1cccc(C(=O)N2CCN(C(=O)c3cccc4ccccc34)CC2)c1OC	1	i	-5	i	-5
54	O=C(Cc1ccccc1)Nc1ccccc1Oc1ccccc1	-5	i	-3	i	9
55	O=S(=O)(c1cccc2nsnc12)N1CCCCC1	0	i	-1	i	-6
56	O=C(Oc1ccccc1-c1nnco1)c1ccc(Cl)cc1	1	i	4	i	9
57	Cc1ccc(CN2CCN(Cc3cn(C)nc3C)CC2CCO)o1 (configuration not stated)	0	i	-1	i	-5
58	Cc1cc(C)cc(NC(=O)CCN2CCOCC2)c1	-4	i	1	i	-5
59	O=C1C=CC(=Nc2ccc3c(c2)C(=O)c2ccccc2-3)O1	2	i	1	i	-2
60	COc1ccccc1S(=O)(=O)Nc1ccc2cn[nH]c2c1	1	i	7	i	-7
61	COc1ccc(Nc2nc(-c3cccs3)cs2)c(OC)c1	12	i	3	+	19

item	Rin1-Abl PPI inh	CSN deneddyl inh	SKN-1 inh	MLLE-PAM2 inh
46	3	1	19	40*
47	1	-4	-4	9
48	3	-1	7	21
49	-2	0	6	-5
50	-4	-6	3	-10
51	6	-4	9	-23
52	0	-3	2	2
53	0	-8	-2	14
54	4	-4	-2	-7
55	-3	0	1	4
56	-1	-4	9	0
57	2	-2	-2	6
58	4	-1	-10	0
59	-15	-2	17	-1
60	4	-2	6	-1
61	0	-3	15	-19

Complete entries, quoted from the list. Order of screens: NadD block	Neddylation inh	MT1-MMP act inh	Rpn11 inh	FAS-TE inh	Rin1-Abl PPI inh	CSN deneddyl inh	SKN-1 inh	MLLE-PAM2 inh
COc1ccccc1S(=O)(=O)Nc1ccc2cn[nH]c2c1 is listed with 1	i	7	i	-7	4	-2	6	-1
COc1cccc(C(=O)N2CCN(C(=O)c3cccc4ccccc34)CC2)c1OC is listed with 1	i	-5	i	-5	0	-8	-2	14
O=C(Cc1ccccc1)Nc1ccccc1Oc1ccccc1 is listed with -5	i	-3	i	9	4	-4	-2	-7
C=CCSc1nnc2c(n1)OC(c1ccco1)Nc1ccccc1-2 (configuration not stated) is listed with 5	i	6	i	0	-4	-6	3	-10

From PubChem

The order is random; overall some 3.9% were active at least once.
